Compound activity deposited in PubChem BioAssay by several laboratories.
KCNQ2 inh: KCNQ2 channel blockers in CHO-K1 cells – cell-based, FluxOR thallium flux, B-score, primary screen (AID 2156); B-score at 10 µM; actives 1.1% (n = 310,000); 20 min; stronger effect = lower value; O88943;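 active = fluorescence ratio B-score at most minus 3 library SDs, with starting brightness B-score within 2 library SDs, cut at about -5.5 in these data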
Target sequence (O88943 whole entry, looked up): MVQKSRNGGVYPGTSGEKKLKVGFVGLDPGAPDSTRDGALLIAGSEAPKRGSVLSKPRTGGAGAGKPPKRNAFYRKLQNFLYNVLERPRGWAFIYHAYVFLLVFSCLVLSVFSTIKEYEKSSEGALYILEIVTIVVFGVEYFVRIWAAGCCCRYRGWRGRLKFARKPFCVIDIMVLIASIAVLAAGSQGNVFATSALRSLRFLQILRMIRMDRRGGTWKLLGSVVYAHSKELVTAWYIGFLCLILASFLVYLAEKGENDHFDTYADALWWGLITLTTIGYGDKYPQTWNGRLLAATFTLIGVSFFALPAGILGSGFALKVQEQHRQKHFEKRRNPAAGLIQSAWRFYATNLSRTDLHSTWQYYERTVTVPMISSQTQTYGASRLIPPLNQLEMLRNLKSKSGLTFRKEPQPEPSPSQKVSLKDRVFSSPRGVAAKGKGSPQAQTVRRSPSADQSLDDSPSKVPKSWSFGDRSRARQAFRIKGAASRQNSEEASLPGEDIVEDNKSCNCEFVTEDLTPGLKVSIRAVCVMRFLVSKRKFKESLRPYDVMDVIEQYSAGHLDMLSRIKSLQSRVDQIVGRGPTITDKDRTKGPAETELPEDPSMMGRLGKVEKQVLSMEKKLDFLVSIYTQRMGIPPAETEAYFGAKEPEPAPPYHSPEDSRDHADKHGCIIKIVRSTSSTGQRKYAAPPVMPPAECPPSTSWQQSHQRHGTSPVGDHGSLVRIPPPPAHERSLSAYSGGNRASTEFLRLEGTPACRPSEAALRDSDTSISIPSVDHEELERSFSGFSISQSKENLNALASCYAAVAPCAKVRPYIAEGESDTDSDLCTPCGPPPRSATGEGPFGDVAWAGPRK
STK33 kinase inh: inhibitors of human STK33 kinase | Q9BYT3 | purified STK33, MBP phosphorylation, ADP-Glo luminescence | inhibition, % at 10 µM | actives 0.073% (n = 320,000);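 active = inhibition at or above 25%, using the most active replicate where run in duplicate; inactive = inhibition below 25%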
OX1R FRET antag: OX1R (human) antagonism. O43613. OX1R-expressing cells, FRET antagonist read-out. inhibition, % at 6.6 µM. actives 1.8% (n = 330,000). AID 485270; in the data active = inhibition mostly above about 38%, no sharp cut-off; inactive = mostly below about 40%;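 also: 0% = agonist challenge alone and 100% = reference antagonist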
* = called active by the depositor; i = inactive; . = no result given. Rows are unselected. Share with any hit: about 2.7%.

smiles | KCNQ2 inh | STK33 kinase inh | OX1R FRET antag
C=CC(n1cncn1)C(O)(c1ccccc1)c1ccccc1 (stereo not given) | i | -0.5 | 7
O=C(O)CCCC(=O)OCCCCc1cccs1 | i | -1.5 | 12
CS(=O)(=O)N(Cc1ccco1)Cc1ccccc1Cl | i | -1.6 | 12
Cc1ccc(NC(=S)NCc2ccccc2)cc1S(=O)(=O)N1CCCCC1 | i | -0.7 | 16
Cn1c(CCNC(=O)c2ccco2)nc2cc([N+](=O)[O-])ccc21 | i | -1.6 | 7
CCOC(=O)N1CCN(C(=O)CSc2nnc(CNC(=O)c3c(F)cccc3Cl)o2)CC1 | i | -0.7 | 21
COC(=O)CSc1nnc(-c2ccncc2)n1N | i | 0.0 | 12
Cc1noc(C)c1COC(=O)CCCNC(=O)c1ccc(Cl)cc1 | i | -0.4 | 18
COC(=O)N1C(=O)[C@](c2ccccc2)(C(C)C)N1C(=O)OC | i | -1.8 | 31
O=C(NCCc1ccc(F)cc1)Nc1ccc([N+](=O)[O-])cc1 | i | 0.7 | .
CCOC(=O)C(NCCc1ccccc1)(NC(C)=O)C(F)(F)F (stereo not given) | i | -0.8 | 16
Cc1cc(=O)n2nc(-c3ccccc3)sc2c1C#N | i | 1.1 | -1
CN(C)S(=O)(=O)c1ccc(/C(O)=C2/C(=O)C(=O)N(Cc3cccnc3)C2c2ccco2)cc1 (stereo not given) | i | -0.4 | 26
Cc1ccc(NC(=O)NNC(=O)CN2C(=O)COc3ccccc32)cc1 | i | -0.3 | 14
C=CCn1c(SCc2cc(C(C)=O)ccc2OCC)nc2ccccc2c1=O | i | -0.7 | 38
CC(C(=O)N1CCCCC1)n1sc2ccccc2c1=O (stereo not given) | i | -1.5 | -9
O=C(NC1CCSc2ccccc21)c1cccc(Br)c1 (stereo not given) | i | -0.2 | 25
Cn1c(=O)c2c(nc(N3CCN(c4ccccn4)CC3)n2Cc2ccccc2Cl)n(C)c1=O | i | 0.4 | 8
O=C(C(=S)N1CCOCC1)c1c[nH]c2ccccc12 | i | 0.5 | 17
Cc1cc(NC(=O)COc2ncnc3sc(C)c(C)c23)no1 | i | 0.6 | 8
CCOc1cccc(-c2c(C(=O)N/N=C/c3cccnc3)nnn2-c2nonc2N)c1 | i | -0.1 | 10
CCOCCCNC(=O)CN1C(=O)CSc2ccccc21 | i | -0.4 | 2
O=C(O)c1cccc(COc2ccc3c(c2)CCC3)c1 | i | -1.8 | 9
Cc1cccc(N2CCN(Cc3cn(C)nc3-c3ccccc3F)CC2)n1 | i | -0.8 | 18
O=C(c1ccccc1)N1N=C(c2ccc(F)cc2)CC1(O)C(F)(F)F (stereo not given) | i | -1.2 | -2
CCN(CC)S(=O)(=O)c1ccc(N2CCCC2)c(NC(=O)c2nn(C)c(=O)c3ccccc23)c1 | . | -1.1 | 11
CC(C)N(Cc1nc(-c2ccccc2)no1)C(=O)C1CCCCC1 | i | -0.2 | 34
CC(=O)Nc1sc(N/N=C\c2ccc(O)cc2)nc1-c1cccs1 | i | 0.6 | 6
CC(C)(C)SCCNC(=O)CN1C(=O)c2ccccc2S1(=O)=O | i | 1.5 | 6
Cc1ccc(NC(=O)CSc2ccc3c(c2)OCCO3)nc1 | i | -0.6 | 1
COc1ccc(C2C(C#N)=C(N)Oc3cc(C)n(Cc4ccco4)c(=O)c32)cc1 (stereo not given) | i | -1.6 | 16
COC(=O)CSc1nnc(COc2ccc([N+](=O)[O-])cc2)n1C | i | -0.6 | 16
CCCN(CCC)c1nc(C)cc(C(C#N)c2nc3ccccc3o2)n1 (stereo not given) | i | -3.1 | 2
COc1ccccc1N1CCN(/N=C/c2cccc(O)c2)CC1 | i | -1.8 | 10
CCNC(=S)N/N=C/c1cc(Br)cc(Br)c1OC | i | -0.9 | 20
Cc1cc(NS(=O)(=O)c2ccc(NC(=O)COc3cc(C)c(Cl)c(C)c3)cc2)no1 | . | -2.2 | -2
Cc1ccc(OCC(=O)NC2CCS(=O)(=O)C2)c(C)c1 (stereo not given) | i | -1.8 | .
CCC1(CC)C(=O)NC(=O)NC1=Nc1cccc(OC)c1 | i | -4.2 | 4
COCCN(CCOc1cc(C)cc(C)c1)Cc1ccc(Cl)cc1 | i | -0.1 | 4
COc1ccc(NC(=O)c2cc3c(=O)n(C)c4ccccc4c3n2C)cc1Cl | i | -1.1 | 4
CC1(C)Cc2c(cnn2-c2cccc(F)c2)C(NC(=O)CSc2ccccn2)C1 (stereo not given) | i | -0.6 | 11
O=C(OCC1O[C@@H](OC(=O)c2cc(O)c(O)c(O)c2)[C@@H](OC(=O)c2cc(O)c(O)c(O)c2)[C@@H](OC(=O)c2cc(O)c(O)c(O)c2)[C@@H]1OC(=O)c1cc(O)c(O)c(O)c1)c1cc(O)c(O)c(O)c1 (stereo not given in full) | . | 20 | -4
CCn1ncc(C2=NOC(C(=O)NCC(C)C)C2)c1C (stereo not given) | i | -1.3 | 12
COc1ccc(CN(CC(=O)NCc2ccccc2)C(=O)CCC(=O)Nc2nccs2)cc1 | i | -2.7 | 8
COc1ccc2cc(C(=O)N3CCN(c4ccccc4OC)CC3)[nH]c2c1 | i | 1.9 | 20
C#CC(C)(C)NC(=O)c1sccc1Oc1ccc(F)cc1[N+](=O)[O-] | i | 0.4 | 24
COc1cc(OC)c(C(=O)OCC(=O)NC2CCCCCCC2)cc1OC | . | -0.9 | 13
CC(C)CC(=O)NCCCN1CCN(CCCNC(=O)CC(C)C)CC1 | i | -0.8 | 5
O=C(CSc1nc2cc(Cl)ccc2s1)N1CCCc2ccccc21 | -5.9* | -1.6 | 4
Cc1nonc1NC(=O)CSc1nnnn1-c1ccccc1 | i | -0.8 | 11
O=C(NCc1ccccc1)C1=C[C@H](c2ccc(Br)cc2)C[C@H](OCCCCO)O1 | i | 0.7 | 19
S=c1[nH]nc(Cc2cccc3ccccc23)o1 | i | -1.4 | 17
COCCOC(=O)c1sc2nc[nH]c(=O)c2c1C | i | 0.5 | 15
Cc1cc(CN2C(=O)c3ccccc3C2=O)no1 | i | -0.7 | 11
N/N=C(\c1ccccc1)c1cc(Br)ccc1N | i | -1.6 | 16
O=C(Nc1ccccc1)c1ccc(S(=O)(=O)NCc2ccco2)cc1 | i | -0.3 | 13
COc1ccc(-n2nc(C(=O)NCC(=O)NC3CCCCC3)c3ccccc3c2=O)c(OC)c1 | i | -0.2 | 15
CC(=O)Nc1ccc(C(=O)NN2C(=O)NC3(CCCCC3)C2=O)cc1 | i | . | 18
Cc1ccc(/C(N)=N/OC(=O)c2cccc(F)c2)cc1 | i | -0.2 | 6
COCCN(C(=O)CSc1nnc(Nc2ccc(C)cc2)s1)c1c(N)n(CC(C)C)c(=O)[nH]c1=O | i | -0.7 | 56

(list continues)
Molecule,KCNQ2 inh,STK33 kinase inh,OX1R FRET antag
COc1cccc(C(=O)NCC(=O)N/N=C/c2cccnc2)c1,i,-1.1,10
CCC(=O)c1ccc(OCC(=O)NC2(C#N)CCCCC2)cc1,i,0.2,13
COC(=O)c1cc(C(C)=O)n2ccccc12,i,2.9,15
O=C(Nc1ccc(O)cc1)c1ccc2c(c1)C(=O)N(Cc1cccnc1)C2=O,i,-1.4,43
COC(=O)CNS(=O)(=O)c1ccc(Cc2ccc(S(=O)(=O)NCC(=O)OC)cc2)cc1,i,-0.1,8
O=C(CSc1ncn[nH]1)Nc1ccccc1-c1ccccc1,i,-1.2,8
CCCCN(C(=O)c1cccs1)c1c(N)n(Cc2ccccc2)c(=O)[nH]c1=O,.,1.5,3
CCC(=O)OC1CSc2nc3ccccc3n2C1 (stereo not given),i,-1.0,6
Cc1occc1C(=O)N/N=C/C=C/c1ccc(N(C)C)cc1,i,-0.3,41
O=C(Nc1ccc2c(c1)OCO2)C1CC(=O)N(c2ccccc2)C1 (stereo not given),i,-0.8,3

Full records from above. Order of screens: KCNQ2 inh, STK33 kinase inh, OX1R FRET antag
COC(=O)c1cc(C(C)=O)n2ccccc12 as listed: i, 2.9, 15
COc1cccc(C(=O)NCC(=O)N/N=C/c2cccnc2)c1 as listed: i, -1.1, 10

New compounds follow:
Molecule,KCNQ2 inh,STK33 kinase inh,OX1R FRET antag
CC(NC(=O)COc1ccc(/C=N/NS(=O)(=O)c2ccccc2)cc1)c1ccccc1 (stereo not given),i,0.6,26
COc1ccc(CN(CC2CCC(C(=O)O)CC2)C(=S)Nc2cccc(C)c2)cc1 (stereo not given),i,-1.9,4
CC(C)(C)c1ccc(OC2=CS(=O)(=O)c3ccccc32)cc1,i,-1.3,16
N#Cc1ccc(OCC(=O)NCCN2CCOCC2)cc1,.,0.2,4
CCc1nnc(NC(=O)CSc2nnc(-c3ccoc3C)n2CC(C)C)s1,i,-0.3,21
c1ccc(Sc2ccccn2)cc1,i,-4.2,12
COC(=O)c1c(N)sc2c1CC(C)(C)OC2,i,-0.7,0
COc1cc(C2C(C#N)=C(N)Oc3n[nH]c(-c4ccccn4)c32)cc(OC)c1OC (stereo not given),i,-2.7,23
CN1CCC(OC(=O)COc2ccc(Cl)cc2Cl)CC1,i,1.8,16
Cn1c(-c2ccccc2)c(C#Cc2ccc(N)cc2)c2ccccc21,.,-2.6,18

For convenience, some entries already given.
Molecule,KCNQ2 inh,STK33 kinase inh,OX1R FRET antag
CCCCN(C(=O)c1cccs1)c1c(N)n(Cc2ccccc2)c(=O)[nH]c1=O,.,1.5,3
CCC(=O)OC1CSc2nc3ccccc3n2C1 (stereo not given),i,-1.0,6
Cc1occc1C(=O)N/N=C/C=C/c1ccc(N(C)C)cc1,i,-0.3,41
O=C(Nc1ccc2c(c1)OCO2)C1CC(=O)N(c2ccccc2)C1 (stereo not given),i,-0.8,3
CC(NC(=O)COc1ccc(/C=N/NS(=O)(=O)c2ccccc2)cc1)c1ccccc1 (stereo not given),i,0.6,26
COc1ccc(CN(CC2CCC(C(=O)O)CC2)C(=S)Nc2cccc(C)c2)cc1 (stereo not given),i,-1.9,4
CC(C)(C)c1ccc(OC2=CS(=O)(=O)c3ccccc32)cc1,i,-1.3,16
N#Cc1ccc(OCC(=O)NCCN2CCOCC2)cc1,.,0.2,4
CCc1nnc(NC(=O)CSc2nnc(-c3ccoc3C)n2CC(C)C)s1,i,-0.3,21
c1ccc(Sc2ccccn2)cc1,i,-4.2,12
COC(=O)c1c(N)sc2c1CC(C)(C)OC2,i,-0.7,0
COc1cc(C2C(C#N)=C(N)Oc3n[nH]c(-c4ccccn4)c32)cc(OC)c1OC (stereo not given),i,-2.7,23
CN1CCC(OC(=O)COc2ccc(Cl)cc2Cl)CC1,i,1.8,16

Additional structures
Molecule,KCNQ2 inh,STK33 kinase inh,OX1R FRET antag
Cc1cccc(Cn2c(N(C)CCO)nc3c2c(=O)[nH]c(=O)n3C)c1,i,-2.3,3
Cc1cc(NC(=O)Cc2cc(F)cc(F)c2)no1,i,-1.9,-1
CN1C2CCC1CC(NC(=O)CSc1ccc(C(C)(C)C)cc1)C2 (stereo not given),i,0.1,19
Cc1[nH]n(-c2ccc(Br)cc2)c(=O)c1/C=N/NC(=O)c1ccccc1,i,0.0,.
COc1ccc(CCNS(=O)(=O)c2ccc(-n3cnnn3)c(OC)c2)cc1OC,i,-0.1,9
CC(C)N1CCc2c(sc(NC(=O)C3CCCCC3)c2C(N)=O)C1,i,-1.0,13
CCOc1ccc(-n2c(=S)sc3c(=O)[nH]c(SCC(=O)NCC4CCCO4)nc32)cc1 (stereo not given),i,.,10
Cc1nn2c(SCC(=O)c3cccs3)cc(C(C)(C)C)nc2c1-c1ccccc1,i,0.6,12
CCOC(=O)C1CCN(C(=S)NC2CC3C=CC2C3)CC1 (stereo not given),i,-0.7,5
COc1ccccc1/C=C\C=N\NC(=O)CCn1nnc2ccccc21,i,-3.5,11
CSc1nc2ccc(N3C(=O)C4CCCCC4C3=O)cc2s1 (stereo not given),i,-0.9,11
CCc1cccc2c(C=C(C#N)C#N)cn(CC(=O)N3CCCCCC3)c12,i,-1.7,11
Cc1cccc2nc(Cn3c(=O)n(CCC(=O)NCc4ccco4)c(=O)c4sccc43)cc(=O)n12,i,.,27
Cc1ccc(S(=O)(=O)/N=C(\CN2CCOCC2)N2CCOCC2)cc1,i,-1.6,8
Cn1c(CN2CCCC2)nc2cc(NC(=O)Nc3ccccc3)ccc21,i,-0.2,6
O=C(NCc1ccco1)c1cnc2ccccn2c1=O,i,0.2,12
C[C@@H]1CC[C@]2(C(=O)O[C@@H]3O[C@H](CO)[C@@H](O)[C@H](O)[C@H]3O)CC[C@]3(C)C(=CCC4[C@@]5(C)CC[C@H](O[C@@H]6OC[C@H](O)[C@H](O[C@@H]7O[C@H](CO)[C@@H](O)[C@H](O)[C@H]7O)[C@H]6O)C(C)(C)C5CC[C@]43C)C2[C@]1(C)O (stereo not given in full),.,0.4,11
COc1ccc(N2CCN(c3ccc(NC(=O)NN)cc3)CC2)cc1,i,-2.1,3
Brc1ccccc1OCCCCCN1CCCC1,i,-1.1,8
COc1ccc(Cl)cc1NC(=O)CNCc1cccs1,i,0.0,-3
Cc1nn(Cc2ccc([N+](=O)[O-])cc2)c(=O)n1-c1ccc(F)cc1,i,-0.2,9
